Source: PubChem (National Center for Advancing Translational Sciences (NCATS))
CHX counter – counter-screen for Shiga toxin inhibitors: cycloheximide protein synthesis inhibition; 12% of 300,000 active; AID 2314; max response, %; cell reporter, cycloheximide protein synthesis inhibition counterscreen; in the data active = max response mostly above about 13%, no sharp cut-off; inactive = mostly below about 14%; also: read at 38.3 µM for the half of the compounds with a filed dose; 0% is about no effect
Pf growth 48h – P. falciparum growth inhibition at 48 hours (one generation); P. falciparum luciferase growth in erythrocytes, 48 h; Potency, µM (series often up to 28.7 µM), for the others: at the top dose activity change, negative = inhibition, usual class: inhibitors; 5.9% of 310,000 active; also: potency is read from the fitted curve at half-maximal effect; % is scaled to controls: 0 for no effect and ±100 for the full control effect
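A one-generation exposure of luciferase-tagged malaria parasites in RPMI 1640/Albumax erythrocyte culture, 37 C and 5% CO2. Inhibition is inferred from decreased luminescence after adding detection reagent.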
Pf growth 96h – P. falciparum growth inhibition at 96 hour, primary screen for plastid delayed-death inhibitors; AID 504834; Potency, µM (doses to about 28.7 µM), for inactives: at the highest dose activity change, negative = inhibition, usual class: inhibitors; P. falciparum luciferase reporter growth, 96 h; 6.9% of 320,000 active; also: potency is read from the fitted curve at half-maximal effect; % is scaled to controls: 0 for no effect and ±100 for the full control effect
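Plates of compound plus infected erythrocytes (2% hematocrit, 0.05% parasitemia final) incubate 96 hours, 37 C, 5% CO2. Detection reagent added; reduced luminescence from the parasites' luciferase reporter flags inhibition.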
HCV inhibitor – blocks hepatitis C virus. 3.4% of 340,000 active. Potency, µM (highest dose often 41.8 µM), inactives show top-dose activity change, negative = inhibition, hits mostly inhibitors. Huh7.5.1 HCVcc-Cre infection, luciferase reporter, 44 h; also: potency is read from the fitted curve at half-maximal effect; % is scaled to controls: 0 for no effect and ±100 for the full control effect
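After 44 h co-culture of compound, cells and HCVcc-Cre (~0.5 moi), substrate is added for 15 min at room temperature and luciferase measured over 15 sec. Cells were seeded at 1,000/well and pre-cultured 4 h.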
Shiga inhibitor – blocks Shiga toxin action in Vero cells. Vero cells, Shiga toxin protein synthesis inhibition reporter. inhibition, % at 38.7 µM. 9.2% of 290,000 active. AID 2315; in the data active = inhibition mostly above about 28%, no sharp cut-off; inactive = mostly below about 43%; also: 0% is about no effect
FBPA Giardia inh – inhibitors of Giardia lamblia fructose-1,6-bisphosphate aldolase. A8B2U2. purified Giardia FBPA. 0.71% of 290,000 active. Potency, µM (highest dose often 59.6 µM), for inactives: top-dose activity, negative = inhibition, hits mostly inhibitors; also: potency is read from the fitted curve at half-maximal effect; % is scaled to controls: 0 for no effect and ±100 for the full control effect; nearly all actives have a fitted effect of over 55% in size
Target sequence (A8B2U2 whole entry, looked up): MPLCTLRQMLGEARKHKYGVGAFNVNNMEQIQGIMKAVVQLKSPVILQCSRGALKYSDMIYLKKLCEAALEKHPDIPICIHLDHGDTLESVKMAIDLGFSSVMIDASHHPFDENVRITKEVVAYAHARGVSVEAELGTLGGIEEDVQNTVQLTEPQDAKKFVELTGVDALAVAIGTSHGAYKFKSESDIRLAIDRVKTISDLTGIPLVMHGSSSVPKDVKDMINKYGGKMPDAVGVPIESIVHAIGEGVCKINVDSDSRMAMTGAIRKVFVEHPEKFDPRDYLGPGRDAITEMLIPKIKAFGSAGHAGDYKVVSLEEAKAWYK
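Giardia FBPA (40 nM reagent) was preincubated 10 min at RT with compound (up to 57.5 uM final), then substrate plus GAPDH/TPI/NAD/arsenate coupling system with diaphorase/resazurin was added; resorufin fluorescence (525/598 nm) was read after 20 min.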
* hit, by the source's call; ? = inconclusive; . = no result given; & = joins results of further samples; [ ] = remark or other dose. Unless noted, calls follow the shape of the dose curve; as a rule, active = well fitted curve in the direction sought with a large enough effect; inconclusive = small, poorly fitted or top-dose-only effect, or another doubt; inactive = no such curve, though single readings can be large; an effect the other way counts as inactive or inconclusive.

SMILES	CHX counter	Pf growth 48h	Pf growth 96h	HCV inhibitor	Shiga inhibitor	FBPA Giardia inh
CCC1C(c2ccccc2)NC(c2ccccc2)CC1(O)c1ccc(F)cc1 (stereo unspecified)	-1	10µM*	?	-16%	0	-11%
COCC1CCN(Cc2c(C(=O)N3CCN(C4CCCCC4)CC3)nc3ccccn23)C1 (stereo unspecified)	6	?	?	-23%	-4	-2%
Cc1ccccc1-n1nnnc1SCC(=O)c1c(N)n(C2CC2)c(=O)[nH]c1=O	.	6%	?	4%	.	.
CC(=O)c1ccccc1C(=O)N1CCCC(CNC(=O)c2ccccc2Cl)C1 (stereo unspecified)	27*	16%	?	19%	32	-10%
O=C(COn1nnc2ccc(S(=O)(=O)N3CCOCC3)cc21)Nc1c(F)c(F)c(F)c(F)c1F	-5	15%	-19%	4%	-6	-1%
COc1ccc(-n2cc(C(=O)c3ccc4ccccc4c3O)cn2)cc1	18	0%	?	3%	4	1%
O=C1C=C(c2ccc3ncccc3c2)C[C@@H](c2ccc(Cl)cc2)C1	.	-26%	?	?	.	.
Nc1nc(SCC(=O)NCC2CCCO2)[nH]c(=O)c1NC(=O)c1ccc(F)c(F)c1 (stereo unspecified)	0	1%	17µM*	7%	-1	.
O=C(C[n+]1cc(Br)cc2ccccc21)c1ccc(Cl)cc1	-1	?	13µM*	-19%	-6	-4%
Cc1cccc(-c2noc(CNC(=O)c3ccco3)n2)c1	2	39%[activator]	-7%	-3%	29	-5%
CCC(=Nc1ccc2c(c1)CCC2)c1c(O)n(-c2ccc(OC)cc2)c(=O)[nH]c1=O	-1	-8%	16%	-14%	8	0%
COc1ccc(NC(=O)CSc2nc3ccccc3nc2N2CCOCC2)cc1	-2	-23%	-11%	-19%	3	7%
O=C(NCCCN1CCN(c2ccc(F)cc2)CC1)NC12CC3CC(CC(C3)C1)C2	-3	.	250%[activator]	?	10	5%
O=C(CN(c1cccc(C(F)(F)F)c1)S(=O)(=O)c1ccc(Cl)c([N+](=O)[O-])c1)NCc1ccccc1	-3	-20%	?	?	17	-6%
COCCN1CCN(C(=O)C2CCC(=O)N(Cc3ccccc3F)C2)CC1 (stereo unspecified)	-1	12%	?	33%[activator]	-3	.
CCNC(=S)Nc1cc(C(=O)N2CCCC2)ccc1N1CCCC1	-6	5%	-19%	4%	-13	-2%
COc1ccccc1NC(=O)N1CCCC1C(=O)NCc1ccccc1 (stereo unspecified)	-7	18%	-37%	11%	22	3%
COC(=O)CNc1c(-c2ccccn2)nc2ccc(Br)cn12	36*	116%[activator]	-22%	3%&17%	49*	-14%
COc1ccc(N(C(C)=O)C2C=CS(=O)(=O)C2)c(OC)c1 (stereo unspecified)	-1	36%[activator]	10µM*	-1%	28	3%
CCOc1cc(N2CCOCC2)c(OCC)cc1NC(=O)c1cc(C)cc(C)c1	1	13µM*	?	3.5µM*	-10	-5%

Other structures.
SMILES	CHX counter	Pf growth 48h	Pf growth 96h	HCV inhibitor	Shiga inhibitor	FBPA Giardia inh
COc1ccc(C(=O)NC(C)c2cnn(-c3ccccn3)c2C)o1 (stereo unspecified)	-1	20%	?	.	-10	5%
CCOC(=O)N1CCC2(CC1)C(C#N)=C(N)OC1=C2C(=O)CC(C)(C)C1	-2	2%	.	13%	-2	2%
COc1ccc(CC(=O)NCc2nn(-c3ccccc3)nc2C)cc1OC	1	-1%	-21%	7%	1	0%
Cc1ccc(-c2noc(CCC(=O)NCc3ccccc3CN3CCOCC3)n2)cc1	.	-13%	-24%	-20%	.	.
Cc1c(Cl)cccc1NC(=O)CS(=O)(=O)c1ccccc1	8	-7%	23%	-1%	-9	-16%
C[C@]12CCC3C(CC[C@H]4C[C@H](N)CC[C@]34C)C1CC[C@H]2O (stereo partly specified)	-4	-12%[0.00184 µM]	6%	11%	-5	-5%
Cc1ccc(C(=O)Nc2ccc(SC(F)F)cc2)s1	51*	115%[activator]	-14%	?	109*	-19%
Nc1nc(SCC(=O)N2CCCCCC2)[nH]c(=O)c1NC(=O)c1ccco1	-3	39%[activator]	29%	2%	-2	-6%
COC(=O)C1=NN(c2ccccc2)C2C(=O)N(c3ccccc3OC)C(=O)C12 (stereo unspecified)	1	14%	23%	19%	-13	-6%
Cn1c(=O)c2c(nc(N3CCCC3)n2C)n(C)c1=O	1	9%	1%	5%	-1	-6%
CC(C)CCOc1ccc(C(=O)C[N+]2(C)CCOCC2)cc1	-7	?	.	4%	-28	6%
CCN(C(=O)COC(=O)CNC(=O)c1sc2ccccc2c1Cl)C1CCCCC1	.	14%	27%	0%	.	.
CC(NC(=O)CN(Cc1ccccc1)S(=O)(=O)c1ccccc1)c1cccnc1 (stereo unspecified)	.	?	?	16%	.	.
Cc1ccc(S(=O)(=O)N2CCOCC2)cc1NC(=O)CSc1nnnn1C	-3	36%[activator]	4%	2%	-14	7%
COc1ccc(C2CC(c3cccs3)=NN2C(=O)CSC2=NCCS2)cc1 (stereo unspecified)	23	?	?	?	20	.
CCOC(=O)C1=C(C)C/C(=N\NC(=O)c2ccccc2O)CC1	23*	?	?	3%	38	?
COc1ccc(CN2CCN(CCCc3ccccc3)C(CCO)C2)c(OC)c1 (stereo unspecified)	-2	-25%	?	-28%	-2	2%
S=C1NCN(C2CCCCC2)CN1c1ccccc1	-3	-27%	19%	28%	-10	3%
CCOC(=O)c1nc(Nc2cccc(C)c2)c2ccccc2n1	-6	-30%	?	?	-5	0%
O=C(O)Cn1nc(-c2ccccc2)ccc1=O	-3	-17%	3.3µM*	-3%	-6	3%

The list goes on:
SMILES	CHX counter	Pf growth 48h	Pf growth 96h	HCV inhibitor	Shiga inhibitor	FBPA Giardia inh
COC(=O)c1ccccc1CON1C(=O)C(C)(C)N(OCc2ccccc2C(=O)OC)C(=O)C1(C)C	-3	?	?	14µM*	-10	-4%
O=C(Nc1cccc([N+](=O)[O-])c1)C1CCN(C(=O)Cc2ccccc2)CC1	1	?	55%[activator]	.	-8	5%
COc1ccc(OCC(=O)NNC(=O)C2CCN(c3ncnc4sc(C)c(C)c34)CC2)cc1	.	?	?	-3%	.	.
CCOC(=O)[C@H]1[C@H]2COc3ccc(Cl)cc3[C@@H]2N2C(=O)c3ccccc3NC(=O)[C@@]12C	.	?	?	-12%	.	.
CCc1ccccc1N(CC(=O)NC(C)C)C(=O)CCC(=O)Nc1nccs1	-1	?	-1%	-17%	-8	3%
CCOC(=O)CNC(=O)N1CCC(CCOc2ccccc2)(C(=O)OCC)CC1	-1	6%	8.3µM*	-3%	.	14%
CCC1CCC2(CC1)NC(=O)N(CC(=O)Nc1ccc(OC)c(Cl)c1)C2=O (stereo unspecified)	.	10%	38%[activator]	-26%	.	.
Cc1ccn2cc(CNS(=O)(=O)c3ccc(Cl)s3)nc2c1	11	.	?	-5%	22	-15%
Cc1oc(C(=O)O)cc1CSCc1ccoc1C(=O)O	1	13%	?	31%[activator]	-1	-13%
O=C(COc1ccc(Cl)cc1)NCCC1=CCCCC1	-4	?	-4%	7%	20	-1%
COc1ccc(OCCC(=O)OCC(=O)Nc2cccc(S(=O)(=O)N3CCOCC3)c2)cc1	-1	-15%	1%	14%	-9	7%
COC(=O)c1c(-c2ccc(C)cc2)csc1NC(=S)NC(=O)c1ccc(F)cc1	-3	?	8.3µM*	2%	7	-1%
COC(=O)CC1C(C(=O)OC)ON2OC(C(=O)OC)C(C(=O)OC)C12 (stereo unspecified)	-3	16%	3%	5%	-3	-7%
CCCCn1c(Cc2ccccc2)nnc1SCC(=O)Nc1cc(C)on1	-2	-29%	27%	-9%	-5	1%
CN(C)c1ccc(/C=N/NC(=S)NCc2ccccc2)cc1	24*	?	12µM*	-28%	-7	-2%
CSc1nnc(C)c(=O)n1COC(=O)COc1ccccc1	3	11%	23%	8%	23	3%
COCCn1c(C(C)C)nc2sc3ccccc3c(=O)c2c1=O	-5	4%	?	13%	-15	3%
CSc1nsc(SC)c1CO	1	31%[activator]	30%	11%	-20	5%
CC(C)c1nc2c(c(=O)c3ccccc3n2C)c(=O)n1-c1ccc(F)cc1	-1	-13%	-3%	9%	-7	0%
c1ccc(OCc2nc3ccccc3s2)cc1	61*	338%[activator]	-23%	3%	68*	2%

Shown with values under each structure: entries from further up
Order of results – CHX counter, Pf growth 48h, Pf growth 96h, HCV inhibitor, Shiga inhibitor, FBPA Giardia inh
COC(=O)c1ccccc1CON1C(=O)C(C)(C)N(OCc2ccccc2C(=O)OC)C(=O)C1(C)C
 : -3, ?, ?, 14µM*, -10, -4%
O=C(Nc1cccc([N+](=O)[O-])c1)C1CCN(C(=O)Cc2ccccc2)CC1
 : 1, ?, 55%[activator], ., -8, 5%
COc1ccc(OCC(=O)NNC(=O)C2CCN(c3ncnc4sc(C)c(C)c34)CC2)cc1
 : ., ?, ?, -3%, ., .
CCOC(=O)[C@H]1[C@H]2COc3ccc(Cl)cc3[C@@H]2N2C(=O)c3ccccc3NC(=O)[C@@]12C
 : ., ?, ?, -12%, ., .
CCc1ccccc1N(CC(=O)NC(C)C)C(=O)CCC(=O)Nc1nccs1
 : -1, ?, -1%, -17%, -8, 3%
CCOC(=O)CNC(=O)N1CCC(CCOc2ccccc2)(C(=O)OCC)CC1
 : -1, 6%, 8.3µM*, -3%, ., 14%
CCC1CCC2(CC1)NC(=O)N(CC(=O)Nc1ccc(OC)c(Cl)c1)C2=O (stereo unspecified)
 : ., 10%, 38%[activator], -26%, ., .
Cc1ccn2cc(CNS(=O)(=O)c3ccc(Cl)s3)nc2c1
 : 11, ., ?, -5%, 22, -15%
Cc1oc(C(=O)O)cc1CSCc1ccoc1C(=O)O
 : 1, 13%, ?, 31%[activator], -1, -13%
O=C(COc1ccc(Cl)cc1)NCCC1=CCCCC1
 : -4, ?, -4%, 7%, 20, -1%
COc1ccc(OCCC(=O)OCC(=O)Nc2cccc(S(=O)(=O)N3CCOCC3)c2)cc1
 : -1, -15%, 1%, 14%, -9, 7%

New compounds follow:
SMILES	CHX counter	Pf growth 48h	Pf growth 96h	HCV inhibitor	Shiga inhibitor	FBPA Giardia inh
CCCCOC(=O)Cn1cnc2ccc(Br)cc2c1=O	-3	10%	?	14%	-10	-2%
O=C(CSc1nc2sc3c(c2c(=O)[nH]1)CCC3)NCCO	-2	48%[activator]	104%[activator]	23%	-1	-10%
O=C(NC1CC1)c1ccc(COc2ccc(F)cc2)o1	14	?	?	-21%	25	-3%
Cc1ccccc1-c1nc(Cc2ccc(Cl)cc2)no1	25*	35%[activator]	-7%	3%	42	7%
C[C@H](NC(=O)c1nc[nH]c1C(=O)NCC(=O)OCc1ccccc1)C(=O)OCc1ccccc1	-1	36%[activator]	29%	13%	-4	?
COc1ccc(N(C(=O)c2cnsn2)C(C(=O)NC2CCCCC2)c2ccncc2)cc1 (stereo unspecified)	-1	-8%	?	1%	-14	-2%
Cc1ccc(S[C@@H](CCN2CC[C@H](C(C)(C)C)CCC2=O)c2ccccc2)cc1	3	?	?	?	9	2%
COc1ccc2c(c1)c(C(=O)CN1CCC3(CC1)OCCO3)c(C)n2C	-1	-10%	?	-4%	-11	-4%
COc1ccc(/C=C/c2nc(S(=O)(=O)c3ccccc3)c(N(C)C)o2)cc1	10	?	?	22µM*	6	.
COc1ccccc1N1CCN(C2CCN(C(=O)c3cccs3)CC2)CC1	-1	-6%	-4%	8%	21	0%
